Ecoli viability: bacterial growth inhibition, counter-screen for AddAB inhibitors. E. coli V3065 growth, OD600 absorbance, 18 h. inhibition, % at 11.9 µM. actives 0.27% (n = 330,000);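 active means inhibition above the campaign's mean inhibition across all tested compounds plus 3 SD, cut at about 9.9% in these data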;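 further: uninfected addAB+ strain grown without phage in ampicillin broth; 0% = DMSO wells and 100% = ciprofloxacin 0.95 µg/ml wells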
SUMO Mot1 rescue: inhibitors of SUMOylation pathway: yeast Mot1-301 growth rescue | S. cerevisiae Mot1-301 growth rescue, ATP luminescence, 38.5C; percent above DMSO median, 100 means doubled | growth rescue, % at 18.8 µM | actives 1% (n = 320,000) | AID 2716;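 active means every valid replicate shows activation above 250% relative to neutral control wells; inactive means the rest, any valid replicate at or below 250%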;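 further: OY570 slx delta 5 strain wells were the positive control but not used for scaling; some compounds called inactive have numbers as strong as hits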
AddAB inh: less growth of phage-infected E. coli with AddAB. E. coli expressing H. pylori AddAB, absorbance growth. actives 0.29% (n = 330,000). inhibition, % at 11.9 µM; in the data active means inhibition above about 12%;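 further: 0% = vehicle wells of infected cells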
Tat export inh: blocks Tat-dependent protein export in E. coli; inhibition, % at 10 µM; AID 488895; actives 0.036% (n = 340,000); E. coli MC4100 TorA-mCherry Tat export, fluorescence;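 active means mean replicate inhibition at least 50% and at least half of replicates individually reaching 50%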;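 further: exported cargo escapes ClpAP degradation while cytoplasmic cargo is degraded and loses fluorescence; 0% = median of neutral control wells and 100% = median of NaSCN control wells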
phage Ecoli inh: E. coli growth loss with phage present; growth absorbance; inhibition, % at 11.9 µM; actives 0.26% (n = 360,000); AID 651602; in the data active means inhibition above about 11%
PKA-R1A activ: activates the PKA-R1A holoenzyme complex | PKA-R1A dissociation, Cy5-IP20 fluorescence polarization; scaled: DMSO 0%, 113 µM cGMP 100% | activation, % at 11.4 µM | actives 0.083% (n = 340,000) | P00514+P68181 | AID 504707;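 active means percent activation above the mean of all tested compounds plus 3 SD, cut at about 19% in these data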;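 further: higher means more PKAc released from R1A so a rise in polarization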
OPRM1-OPRD1 inv: inverse agonists of human mu-delta opioid receptor heterodimerization. actives 0.21% (n = 340,000). cell-based MOR-DOR heterodimer luminescence, inverse agonism. AID 504357. P35372+P41143. inhibition, % at 9.3 µM; in the data active means inhibition above about 22%, passing the limit was not always enough;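 further: 0% = cells with DMSO and 100% = wells without cells with DMSO; values of inactives mirror those of a sister screen read the other way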
PfHsp90 set2: reduces growth (ATP signal) of yeast expressing P. falciparum Hsp90 | inhibition, % at 9.4 µM | S. cerevisiae expressing PfHsp90, BacTiter-Glo ATP, 48 h; yeast lacking PDR1 and PDR3 efflux regulators | actives 0.32% (n = 310,000) | AID 504621;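 active means every replicate shows inhibition above about 80%, whatever the replicate mean, limit read from the data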;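 further: 0% = DMSO neutral controls and 100% = 20 µM radicicol positive controls; yeast relying on Plasmodium falciparum Hsp90 in place of its own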
PKA-R2B act: activates the human PKA-R2B holoenzyme complex; actives 0.079% (n = 340,000); PKA-R2B holoenzyme dissociation, Cy5-IP20 fluorescence polarization; R2B truncated from residue 108, S112A mutant; 0% DMSO only, 100% 113 µM cGMP; P22694+P31323; activation, % at 11.4 µM; AID 504700;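 active means activation above a cutoff set at the mean over all compounds plus 3 SD, cut at about 18% in these data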;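 further: higher means more holoenzyme dissociation and a rise in polarization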
Target sequence (P31323 whole entry, looked up, other chains not shown, the tested form may be a part): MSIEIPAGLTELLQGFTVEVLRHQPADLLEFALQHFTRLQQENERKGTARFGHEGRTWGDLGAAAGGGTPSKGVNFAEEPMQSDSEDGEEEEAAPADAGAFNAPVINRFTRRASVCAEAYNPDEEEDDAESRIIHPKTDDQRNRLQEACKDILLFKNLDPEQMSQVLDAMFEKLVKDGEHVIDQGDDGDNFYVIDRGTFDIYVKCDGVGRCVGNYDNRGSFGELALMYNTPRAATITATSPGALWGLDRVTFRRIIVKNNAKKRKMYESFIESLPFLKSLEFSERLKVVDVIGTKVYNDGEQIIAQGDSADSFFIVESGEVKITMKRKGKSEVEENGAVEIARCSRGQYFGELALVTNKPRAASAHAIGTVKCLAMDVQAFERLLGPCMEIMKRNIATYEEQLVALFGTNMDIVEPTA
MOR-DOR ag: agonists of human mu-delta opioid receptor heterodimerization | cells, OPRM1-OPRD1 heterodimerization, luminescence | activation, % at 9.3 µM | AID 504326 | actives 0.3% (n = 340,000); in the data active means activation above about 18%;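 further: 0% = vehicle-treated cells and 100% = reference agonist; values of inactives mirror those of a sister screen read the other way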
HTR5A inv ag: HTR5A inverse agonism, opioid heterodimer counter-screen; P47898; HTR5A cell line, luminescence; inhibition, % at 9.3 µM; actives 0.083% (n = 340,000); AID 504634; in the data active means inhibition mostly above about 23%, no sharp cut-off; inactive means mostly below about 18%;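 further: 0% = cells with DMSO and 100% = no-cell wells with DMSO; some compounds called inactive have numbers as strong as hits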
Target sequence (P47898 whole entry, looked up): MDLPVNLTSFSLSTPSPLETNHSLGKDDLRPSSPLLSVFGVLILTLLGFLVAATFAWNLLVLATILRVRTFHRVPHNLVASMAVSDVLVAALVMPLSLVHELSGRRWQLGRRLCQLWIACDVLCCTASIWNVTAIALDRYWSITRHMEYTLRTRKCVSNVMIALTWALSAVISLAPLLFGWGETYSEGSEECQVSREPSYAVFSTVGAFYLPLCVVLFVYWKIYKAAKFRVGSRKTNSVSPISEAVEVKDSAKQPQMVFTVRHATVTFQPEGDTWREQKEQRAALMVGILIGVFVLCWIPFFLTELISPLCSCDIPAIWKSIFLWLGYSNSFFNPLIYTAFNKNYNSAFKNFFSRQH
* hit, by the source's call; nt = not tested or not shown; & = joins results of further samples.

SMILES	Ecoli viability	SUMO Mot1 rescue	AddAB inh	Tat export inh	phage Ecoli inh	PKA-R1A activ	OPRM1-OPRD1 inv	PfHsp90 set2	PKA-R2B act	MOR-DOR ag	HTR5A inv ag
Cc1cc(C)cc(NC(=S)N2CCC(NC(=O)c3ccc(F)cc3)CC2)c1	0.2	17	4.9	0	0.1	-6	7	-105	-4	-1.1	10
CC(=O)OCC(=O)[C@@]12OC3(CCCC3)O[C@@H]1C[C@H]1[C@@H]3CCC4=CC(=O)C=C[C@]4(C)[C@@]3(F)[C@@H](O)C[C@@]12C	-0.3	32&-3	-1.4	-3	1.3	-1	-9	-2	6	1.6	2
CCOC(=O)CC(=O)NC(CC(=O)OC)c1ccc(C(C)C)cc1 (stereo unspecified)	2.8	82	3.0	6	1.7	-2	10	-2	-4	-2.0	5
O=Nc1c(O)n(Cc2ccc(Cl)cc2)c2ccccc12	0.2	22	4.6	6	4.0	8	-32	-38	7	5.1	-2
COC(=O)c1ccccc1N=Nc1c(N)n[nH]c1N	4.0	1	2.9	10	5.2	-7	11	-8	4	-2.3	-15
CCNc1nc(NCc2ccccc2)nc(SCC(N)=O)n1	0.8	-12	5.3	-5	0.5	-1	11	nt	1	-2.3	2
CN(C)C(=O)N1CCN(c2nc(-c3ccccc3)cs2)CC1	0.0	8	0.7	2	0.6	-10	8	11	-12	-1.6	-23
O=C(Nc1cccc(-c2cn3cccnc3n2)c1)c1cccs1	1.6	-1	3.7	2	0.1	-12	-8	-18	-1	1.5	8
CCN1CCN(C(c2cccs2)C(C)NC(=S)Nc2cccc(C)c2C)CC1 (stereo unspecified)	-1.0	-7	-1.1	-6	1.2	-3	23	5	-1	-4.4	-7
COc1ccc(-c2csc(NC(=O)c3ccccc3NS(=O)(=O)c3ccc(F)c(F)c3)n2)cc1	4.8	-6	4.9	3	3.5	-9	5	-5	-13	-1.0	-1
Cc1ccc(-c2nc(CN(Cc3c(C)nn(C)c3C)C(C)C)c(C)o2)o1	-1.3	19	0.2	5	1.1	1	9	-25	1	-1.7	3
C=CCOc1nc2c(c(=O)n(Cc3ccc(Cl)cc3)c(=O)n2C)n1C	2.5	47	2.6	4	2.5	-5	12	24	1	-2.1	-1
N#Cc1ccsc1NC(=O)C1CCN(S(=O)(=O)c2cccs2)CC1	-0.5	15	-2.7	2	1.3	-9	1	nt	-10	-0.1	-15
CC(Oc1ccc(Br)cc1)C(=O)Nc1ccc(S(=O)(=O)Nc2nccs2)cc1 (stereo unspecified)	0.6	6	0.6	-4	0.9	3	15	-24	-9	-4.6	0
CN1CCN(CC#CCC(O)(c2ccccc2)C2CCCC2)CC1 (stereo unspecified)	0.7	nt	-0.2	-11	0.1	-6	2	15	-11	-0.3	-8
CN1CCc2cc(Cl)c(O)cc2[C@@H](c2ccccc2)C1	-1.5	-6	0.5	-4	2.9	-4	7	10	2	-1.2	-79
CC(=O)c1c(N2CCN(C)CC2)[nH]c(-c2ccccc2)nc1=S	1.6	-5	-0.3	-2	2.6	-2	3	6	-2	-0.5	20
COc1ccc(Cc2nnc(SC(C)C(=O)Nc3ccc(F)cc3Cl)o2)cc1 (stereo unspecified)	-3.0	0	-3.1	-5	4.0	-18	10	nt	-11	-1.9	-16
O=C(c1cccc(C(F)(F)F)c1)C1CCCN(Cc2ccc(OCCO)cc2)C1 (stereo unspecified)	3.0	9	2.8	-6	3.6	1	9	-15	0	-1.6	-15
Cc1ccccc1CN1CCNC(=O)C1CC(=O)NCCN1CCCCC1=O (stereo unspecified)	-1.5	13	3.2	3	0.9	-3	9	-4	2	-1.7	0
Cc1ccc(Sc2ccc([N+](=O)[O-])cc2[N+](=O)[O-])nc1	-1.6	134	0.5	12	5.7	-6	-41	-18	-5	5.7	10
CCOc1ccc(C(=O)N2CCC(C(=O)c3ccc4c(c3)OCCO4)CC2)cc1	-1.5	7	0.3	-3	1.2	0	-16	-3	1	2.8	-25
CCCCCCNS(=O)(=O)c1ccc(OC)c(OC)c1	0.2	412	0.3	2	0.5	2	0	-17	5	0.0	-12
O=C(N/N=C(\Cc1ncc[nH]1)c1ccccc1)c1cccnc1	1.2	7	-1.4	0	-6.7	-8	7	6	-9	-1.4	23
O=S(=O)(c1ccc(Br)cc1Cl)N1CCCN(c2ccc(C(F)(F)F)cn2)CC1	-1.7	8	0.9	13	1.1	-11	-6	3	-4	1.1	-9
Additional compounds.
SMILES	Ecoli viability	SUMO Mot1 rescue	AddAB inh	Tat export inh	phage Ecoli inh	PKA-R1A activ	OPRM1-OPRD1 inv	PfHsp90 set2	PKA-R2B act	MOR-DOR ag	HTR5A inv ag
COc1ccc(CNC(=O)CC2C[C@H](C(=O)N3CCOCC3)[C@@]3(CCC4CCCC4)c4[nH]c5ccccc5c4CCN3C2=O)cc1OC (stereo partly specified)	-2.1	4	0.7	11	-0.5	-2	8	-25	-10	-1.8	-3
Cn1c(=O)c2sccc2n2c(CCCC(=O)NCc3ccco3)nnc12	-1.3	6	0.5	-2	2.9	1	9	19	-3	-1.9	-6
CC1C(=O)N2CCCc3cc(S(=O)(=O)N(C)c4ccccc4)cc1c32 (stereo unspecified)	23*	105	44*	-1	-1.6	-9	11	4	-9	-2.1	10
O=C(Nc1nnc(-c2ccccn2)o1)c1ccc(Br)cc1	-8.6	-2	2.6	-7	-1.1	0	9	-38	1	-1.8	9
O=C(NCC1CCCO1)c1ccc(CS(=O)(=O)c2c(Cl)cccc2Cl)o1 (stereo unspecified)	3.1	-23	3.8	-1	2.9	-4	16	15	-9	-3.1	-5
COc1cccc(OCC(O)CN2C(C)CCCC2C)c1 (stereo unspecified)	-0.3	-6	4.0	9	4.3	-6	4	21	-9	-0.8	6
COc1ccc(CCNC(=O)C/C(C)=N/NC(=O)C(c2ccccc2)c2ccccc2)cc1OC	-0.5	4	3.6	1	0.5	2	11	3	2	-2.1	-2
Cc1cc(=O)[nH]c(N2CCN(C(=O)c3ccco3)CC2)n1	1.2	-22	-2.7	-12	2.4	3	17	-16	3	-3.8	-1
COc1cc2c(cc1OC)C(c1cc3cc(OC)c(OC)cc3[nH]c1=O)N(C(=O)C1CC1)CC2 (stereo unspecified)	1.3	16	1.7	-4	3.4	0	5	-37	5	-0.8	-3
COc1cc(/C=N/NC(=O)C(C)Nc2n[nH]c(=O)[nH]c2=O)ccc1O (stereo unspecified)	0.1	0	0.8	-1	-0.9	1	20	-33	3	-3.8	13
CCOc1ccc(C(=O)C(CCC(CN(C)C)C(=O)c2ccc(OCC)cc2)CN(C)C)cc1 (stereo unspecified)	nt	nt	nt	-1	7.1	1	-135	19	-6	29*	-60
COc1cccc(CNC(=O)C2CC(=O)N(c3ccc4c(c3)OCCO4)C2)c1 (stereo unspecified)	1.6	0	1.7	-3	2.4	5	0	nt	-8	-0.1	-11
O=C(CSc1n[nH]c(-c2cccs2)n1)NC1CCS(=O)(=O)C1 (stereo unspecified)	1.5	26	0.1	7	-0.5	-6	10	-1	1	-3.0	-22
O=C(O)c1ccc(CN2CCOCC2)o1	-1.3	10	0.3	9	2.4	-4	14	14	-3	-2.9	4
COc1cccc(CN2CCNC(=O)C2CC(=O)N(Cc2cnn(C)c2)C(C)C)c1 (stereo unspecified)	4.0	23	4.2	-5	4.1	-2	5	21	1	-0.9	4
Cc1nnc(N2CCCCC2)c2ccccc12	-0.2	nt	1.4	-4	2.9	3	6	17	1	-1.1	4
Cc1ccc(S(=O)(=O)N2CCOCC2)cc1NC(=O)CSc1n[nH]c(N)n1	1.8	-1	4.0	-11	2.2	5	4	1	-5	-0.8	2
CCOCCCNC(=O)C1CCN(S(=O)(=O)c2c(C)noc2/C=C\c2ccc(OC)cc2)CC1	-2.7	-1	-1.6	-8	2.7	-1	15	-14	14	-3.0	6
CC(NC(=O)c1cc(=O)[nH]c2ccccc12)c1ccccc1 (stereo unspecified)	0.2	-19	2.9	-5	3.3	9	13	-26	-4	-2.6	-8
C=CCC[C@@H](Cc1ccc(F)cc1)C(=O)OC[C@@H](Cc1ccccc1)NC(=O)[C@H](CC=C)CC(=O)NCCO	-2.3	0	-0.8	-6	0.7	-8	7	8	-7	-1.5	3
O=C(NCCCN1CCCC1)c1cc2c(Cl)nc3ccccc3c2s1	-1.4	40	1.0	2	2.7	-11	-27	26	1	3.8	8
CC(Oc1cc2oc(=O)c3c(c2cc1Cl)CCCC3)C(=O)NCc1cccnc1 (stereo unspecified)	-1.4	-10	2.7	-4	3.8	-17	2	-19	7	-0.4	1
COC(=O)C(C)n1cnc2c(nnn2Cc2ccc(Cl)cc2)c1=O (stereo unspecified)	-2.3	84	3.3	-3	3.3	2	-12	-15	-3	2.2	7
CCC(C)N1C(=O)S/C(=C/c2ccc3c(c2)n(C)c(=O)n3C)C1=O (stereo unspecified)	-1.8	3	2.4	6	3.6	-8	3	-6	-8	-0.7	-10
NNc1nc(-c2ccccc2Cl)c2cc(Br)ccc2n1	1.5	9	1.7	-1	0.6	-8	10	-9	-1	-2.1	-16
Next part.
SMILES	Ecoli viability	SUMO Mot1 rescue	AddAB inh	Tat export inh	phage Ecoli inh	PKA-R1A activ	OPRM1-OPRD1 inv	PfHsp90 set2	PKA-R2B act	MOR-DOR ag	HTR5A inv ag
Cc1ccc(S(=O)(=O)N2CCN(c3cnn(-c4ccccc4)c(=O)c3Cl)CC2)cc1	-1.3	-22	0.7	10	0.2	4	11	15	-9	-2.1	-3
COc1ccc([C@H]2CC(=O)C=C(c3ccc(CNC(=O)OC(C)(C)C)cc3)C2)cc1	-0.9	-6	3.7	18	2.3	-14	9	-13	-10	-1.7	-5
CC(C)(C)C(=O)[C@@H]1[C@@H]2C(=O)N(c3ccc4c(c3)OCCO4)C(=O)[C@@H]2C2c3ccccc3C=CN21 (stereo partly specified)	-2.2	-16	4.1	25	-0.4	-16	4	nt	-12	-1.0	18
Nc1cc[n+](CC(=O)c2ccccc2)cc1	-1.9	4	2.1	4	0.9	-2	14	21	-4	-2.9	-1
CCc1ccc(C(=O)CSc2nc3ccccc3c(=O)[nH]2)cc1	0.2	67	0.1	6	2.0	-6	-7	0	2	1.3	9
COc1ccc(CNC(=O)N2CCN(c3ccccc3OC)CC2)cc1	-0.6	50	2.5	3	3.4	5	16	14	-1	-3.1	-8
COC(=O)c1ccc(NC(=O)CCN2CCCCC2)cc1	0.0&0.6	15&-22	0.8&2.9	-3&-6	3.0&1.2	-10&0	-2&7	nt	-4&-8	0.4&-1.3	-5&-2
CN(C)C(/C=C/Nc1ccc([N+](=O)[O-])cc1)=C(C#N)C#N	-2.4	0	1.5	2	2.9	9	9	13	-9	-1.6	-3
C=CCOc1cccc(C2/C(=C(/O)c3ccc(F)cc3)C(=O)C(=O)N2CCN2CCOCC2)c1 (stereo unspecified)	-0.3	6	0.2	-3	3.2	4	4	-12	1	-0.7	-7

Assay outcomes: PubChem BioAssay, several laboratories
